# Screens (PubChem)
# GLD-1 RNA inh: GLD-1/TGE RNA complex disruptors, primary screen, biochemical, fluorescence polarization; purified GLD-1 + fluorescein TGE RNA; 0.44% of 320,000 active; AID 2280, 2010; inhibition, % at 5.96 µM;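 active means percent inhibition above a per-plate cutoff, the plate mean of test compounds plus 3 SD, cut at about 30% in these data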;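 further: 0% = DMSO wells with GLD-1 and probe and 100% = wells lacking GLD-1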
# Efflux pump mplx: inhibitors of Candida efflux pumps in yeast, primary screen, S. cerevisiae, Nile Red, multiplex | S. cerevisiae Candida pump triplex | inhibition, % at 10 µM | 0.44% of 330,000 active | AID 485275, 2010;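 active means plate passing quality check with inhibition over a set limit, or well fluorescence over plate mean plus 4 SD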;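 further: Nile Red retained in pooled yeast measured as flow cytometry median fluorescence; 0% = buffer negative control and 100% = Enniatin B positive control; higher means more Nile Red kept so more efflux inhibition; some compounds called inactive have numbers as strong as hits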
# MEX-5 binding: MEX-5 zinc finger RNA-binding disruptors – biochemical, C. elegans, fluorescence polarization, MLPCN library, primary screen; Zinc finger protein mex-5 (Caenorhabditis elegans), Q9XUB2; MEX-5/FITC-TCR2 RNA binding; stronger effect = lower value; activity score (negative = inhibition of binding), % at 10 µM; 0.38% of 300,000 active;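 active means inhibition past about -25% in most replicates, and total fluorescence under double the plate's negative control median, limit read from the data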;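 further: 0% = DMSO and -100% = 5 µM competing unlabeled TCR2 RNA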
# MCL1 BIM primary: inhibitors of MCL1 binding to BIM-BH3, primary screen, biochemical, fluorescence polarization. GST-MCL1 / FITC-Bim-BH3 fluorescence polarization. 0.68% of 320,000 active. inhibition, % at 10.9 µM. Induced myeloid leukemia cell differentiation protein Mcl-1 (Homo sapiens), Q07820;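 active means inhibition above the mean inhibition of all tested compounds plus 3 SD, set per campaign, cut at about 40% in these data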;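 further: 0% = DMSO wells and 100% = unlabeled Bim-BH3 peptide control; higher means more loss of mP so more displacement of Bim peptide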
# Target sequence (Q07820 whole entry, looked up): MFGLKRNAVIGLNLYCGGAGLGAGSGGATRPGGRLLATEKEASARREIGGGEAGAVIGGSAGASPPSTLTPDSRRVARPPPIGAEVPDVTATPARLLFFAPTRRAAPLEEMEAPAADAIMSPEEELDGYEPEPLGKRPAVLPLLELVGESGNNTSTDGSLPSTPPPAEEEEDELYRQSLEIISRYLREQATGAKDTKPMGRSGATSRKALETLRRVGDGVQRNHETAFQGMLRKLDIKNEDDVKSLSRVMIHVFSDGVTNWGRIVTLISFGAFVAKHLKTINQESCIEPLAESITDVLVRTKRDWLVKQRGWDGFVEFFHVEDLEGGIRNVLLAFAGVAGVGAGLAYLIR
# VLA-4 inh: inhibition in human VLA-4 binding assay, primary screen, VLA-4 allosteric modulator project, MLPCN library, flow cytometry, VLA-4 expressing cells; ligand binding flow cytometry; inhibition, % (about 7 µM as worked out from the volumes in the protocol); 0.2% of 330,000 active; Integrin alpha-4 (Homo sapiens), P13612; in the data active means inhibition above about 50%
# PME-1 inh: PME-1 inhibitors via competitive probe labeling, primary screen, biochemical, fluorescence polarization, FP-Rh probe, HTS; inhibition, % at 5.9 µM; 0.53% of 320,000 active; recombinant PME-1; Protein phosphatase methylesterase 1 (Homo sapiens), Q9Y570;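 active means inhibition above the campaign mean of all compounds plus 3 SD, cut at about 26% in these data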;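 further: competitive labeling of PME-1 active site by serine hydrolase directed probe; 0% = PME-1 with DMSO and 100% = wells lacking PME-1 enzyme; inhibitors block probe labeling so polarization falls and inhibition rises; many of its hits are not listed in these tables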
# GRK2 inh: compounds blocking aptamer binding on GRK2 – biochemical, human GRK2, bead flow cytometry, HTS, primary screen; Beta-adrenergic receptor kinase 1 (Homo sapiens), P25098; inhibition of aptamer binding, % at 10 µM; 0.59% of 330,000 active; FAM-aptamer displacement from GRK2;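 active means inhibition of aptamer binding above 40%, roughly 3 SD of noise, on plates passing a quality check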;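 further: median bead fluorescence of bound FAM aptamer so fluorescent compounds give negative values; no value below 0 was filed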
# Target sequence (P25098 whole entry, looked up): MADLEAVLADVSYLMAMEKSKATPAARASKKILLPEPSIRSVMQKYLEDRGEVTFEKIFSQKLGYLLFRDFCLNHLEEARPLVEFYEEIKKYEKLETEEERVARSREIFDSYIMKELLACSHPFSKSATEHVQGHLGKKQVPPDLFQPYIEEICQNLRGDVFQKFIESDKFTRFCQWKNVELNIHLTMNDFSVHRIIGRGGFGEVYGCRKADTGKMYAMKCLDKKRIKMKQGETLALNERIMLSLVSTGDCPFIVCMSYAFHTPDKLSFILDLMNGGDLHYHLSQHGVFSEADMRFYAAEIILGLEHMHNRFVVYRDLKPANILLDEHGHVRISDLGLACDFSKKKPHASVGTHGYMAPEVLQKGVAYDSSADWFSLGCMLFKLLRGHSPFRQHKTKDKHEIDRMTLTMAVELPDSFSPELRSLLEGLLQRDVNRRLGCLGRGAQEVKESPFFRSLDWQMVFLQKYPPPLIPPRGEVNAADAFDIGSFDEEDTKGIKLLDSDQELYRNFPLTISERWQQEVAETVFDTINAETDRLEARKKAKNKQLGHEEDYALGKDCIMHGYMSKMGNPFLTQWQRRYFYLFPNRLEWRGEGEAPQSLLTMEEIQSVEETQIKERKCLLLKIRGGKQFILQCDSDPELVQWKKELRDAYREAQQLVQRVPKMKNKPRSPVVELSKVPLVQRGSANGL
# Fam108B inh: mouse Fam108B serine hydrolase inhibitors, primary screen, counter-screen for RBBP9 inhibitor project, biochemical, fluorescence polarization | recombinant Fam108B, FP-Rh probe fluorescence polarization | inhibition, % at 9.51 µM | AID 1947, 2009 | 0.33% of 300,000 active;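 active means inhibition above the screen mean inhibition plus 3 SD, computed separately per campaign, cut at about 18% in these data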;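 further: inhibitors lower polarization as less probe binds the enzyme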
# Bcl-xL primary: inhibitors of human Bcl-xL, primary screen, biochemical, fluorescence polarization, HTS. Bcl-2-like protein 1 (Homo sapiens), Q07817. GST-Bcl-xL / FITC-Bim BH3 peptide fluorescence polarization. inhibition, % at 10.9 µM. 0.7% of 320,000 active;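 active means inhibition above the mean of all tested compounds plus 3 SD, cutoff set per campaign, cut at about 30% in these data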;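 further: 0% = DMSO wells and 100% = unlabeled Bim-BH3 peptide competitor; inhibitors lower millipolarization by displacing the labeled peptide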
# Numbers without * were called inactive; nt = not tested or not shown. This is a subset, so the mix of outcomes need not match the whole.
SMILES,GLD-1 RNA inh,Efflux pump mplx,MEX-5 binding,MCL1 BIM primary,VLA-4 inh,PME-1 inh,GRK2 inh,Fam108B inh,Bcl-xL primary
CC1CCN(CC(O)COc2cccc(F)c2)CC1 (stereo not given),1,0.1,-0.8,1,29,0,0,-2,3
COc1ccc(NC(=O)C2CCCN2C(=O)OCc2ccccc2)c(OC)c1 (stereo not given),-1,-0.1,0.2,-9,2,-4,0,-2,4
O=C(Cc1ccccc1)NNc1c2ccccc2nc2ccccc12,7,0.5,1.6,4,35,2,5,0,-2
Cc1cc(N)n(Cc2ccc(Cl)cc2)n1,7,0.0,-0.9,3,-2,1,0,7,1
O=C(Nc1ccc2c(c1)C(=O)NC2=O)c1ccc2ncsc2c1,3,0.0,-0.6,14,6,1,0,-39,8
COCC(C)NC(=O)C(C)Oc1ccccc1 (stereo not given),6,0.0,1.1,7,9,3,2,-1,3
O=C(NCc1ccco1)NC12CC3CC(CC(C3)C1)C2,8,0.0,0.2,4,-3,-7,0,3,5
Cc1ccc(NC(=O)c2ccc(S(=O)(=O)N3CCOCC3)cc2)nc1,6,-0.1,2.2,-3,6,-1,0,-1,1
COc1cccc(NC(=O)CN(C)C(=O)c2cccc(NS(=O)(=O)c3ccccc3)c2)c1,7,0.0,nt,-2,8,2,0,nt,-1
COc1cc(OC)cc(-c2c(-c3cccs3)c3cc(-c4ccc(N(C)C)nc4)ccc3n2C)c1,5,0.3,nt,2,27,-1,0,nt,1
Cc1cccc(N(C(=O)CNC(=O)c2ccco2)C(C(=O)NC2CCCCC2)c2cccnc2)c1 (stereo not given),6,0.1,-1.1,-2,-3,0,0,-1,-6
Cc1ccc([C@H]2C(C(=O)O)=CC[C@@H](c3cccs3)N2S(=O)(=O)c2ccc(C)cc2)cc1,-7,0.2,nt,nt,14,nt,8,nt,nt

# Fetched by compound from the list above, 4 records:
SMILES,GLD-1 RNA inh,Efflux pump mplx,MEX-5 binding,MCL1 BIM primary,VLA-4 inh,PME-1 inh,GRK2 inh,Fam108B inh,Bcl-xL primary
COCC(C)NC(=O)C(C)Oc1ccccc1 (stereo not given),6,0.0,1.1,7,9,3,2,-1,3
COc1ccc(NC(=O)C2CCCN2C(=O)OCc2ccccc2)c(OC)c1 (stereo not given),-1,-0.1,0.2,-9,2,-4,0,-2,4
COc1cccc(NC(=O)CN(C)C(=O)c2cccc(NS(=O)(=O)c3ccccc3)c2)c1,7,0.0,nt,-2,8,2,0,nt,-1
O=C(Cc1ccccc1)NNc1c2ccccc2nc2ccccc12,7,0.5,1.6,4,35,2,5,0,-2

# Later entries:
SMILES,GLD-1 RNA inh,Efflux pump mplx,MEX-5 binding,MCL1 BIM primary,VLA-4 inh,PME-1 inh,GRK2 inh,Fam108B inh,Bcl-xL primary
C=CCNC(=O)CN1CCC(n2c(C)nc3cc(C(F)(F)F)ccc32)CC1,1,-0.1,-1.3,0,-2,-5,1,3,4
CCC(CC)NC(=O)c1cc(OC)c(OC)cc1[N+](=O)[O-],5,0.2,1.9,3,22,1,0,3,4
COc1cccc(C2NC(=O)NC(C)=C2C(=O)Nc2ccc(C)cc2)c1 (stereo not given),0,-0.1,0.5,-2,21,-2,2,-1,-2
O=C(O)CCCNC(=O)CCCn1nnc2ccccc2c1=O,1,-0.1,2.1,2,0,-6,2,-1,2
CCN(Cc1ccccc1)S(=O)(=O)c1cc(C(=O)O)ccc1OC,-5,0.1,-0.6,2,41,-3,2,-2,8
CN(C)CCCNc1ncc(C(F)(F)F)cc1Cl,-6,-0.2,3.0,5,11,2,0,0,1
CC(C)N1CCC(n2nccc2NC(=O)c2ccc3c(c2)OCO3)CC1,1,0.1,0.5,3,8,0,4,3,5
Cc1[nH]c(=O)c(C#N)c(C)c1Cl,5,0.0,1.9,0,34,0,1,1,6
O=C(COC(=O)c1cnccn1)Nc1c(Cl)cc(Cl)cc1Cl,0,-0.2,nt,-3,9,-5,0,nt,2
Cc1nn(-c2ccc(N3CCOCC3)nn2)c(C)c1CCC(=O)Nc1ccc(F)cc1,0,-0.1,-2.6,-1,19,0,1,2,2
Cc1ccc(C2(c3noc(CN(C)CC4CCCCO4)n3)CCCC2)cc1 (stereo not given),0,0.1,-1.5,6,5,7,1,1,1
O=C(CS(=O)(=O)Cc1ccccc1)NCc1ccc2c(c1)OCO2,8,-0.3,2.1,-7,-15,6,0,-2,-2
O=C(Cn1ccc(C(F)(F)F)n1)NNC(=O)c1ccco1,2,0.0,nt,0,-10,9,0,nt,-2
O=C(O)c1ccccc1C(=O)N1CCN(c2cccc(Cl)c2)CC1,15,0.0,-5.1,19,9,-4,1,1,14
O=C(Nc1ccccc1)O/N=C/c1ccc(F)cc1,2,0.9,-2.1,-2,4,2,0,0,-4
CN1C(=O)N(c2ccc(Cl)cc2)C(C)(O)CC1(C)C (stereo not given),nt,0.0,-1.6,nt,-4,nt,0,nt,nt
Cc1ccc(N(CC(=O)N/N=C/c2ccco2)S(=O)(=O)c2ccccc2)cc1,2,-0.3,-1.4,5,14,-6,0,-1,1
O=S(=O)(Nc1ccc(-c2csc(-c3ccccc3)n2)cc1)c1ccccc1,2,-0.2,nt,7,10,-47,2,-27,4
COc1ccc(-c2ccc(-c3noc(C4CCCCC4)n3)c(OC)n2)cc1,-3,0.0,2.5,-3,-2,-8,0,-4,-1
Cc1[nH]n(-c2ccccc2)c(=O)c1/C=N/NC(=O)c1ccccc1F,-2,0.0,1.7,7,16,-3,0,0,5
CN(C)/C(Cn1cncn1)=C1/N=C(c2c(F)cccc2F)OC1=O,3,0.0,2.0,1,7,2,3,3,4
CC(=O)Nc1ccc(S(=O)(=O)Nc2ccc(-n3cnnn3)cc2)cc1,3,0.0,nt,4,11,5,0,nt,-2
COc1cc(C(=O)OCC(=O)N2CCCC2=O)cc(OC)c1C,2,-0.2,nt,nt,4,nt,23,nt,nt
Cc1ccc(S(=O)(=O)N2CCSC2C(=O)O)cc1 (stereo not given),-7,0.1,-1.8,2,3,-6,1,1,2
CCOc1ccc(NC(=O)COC(=O)c2cc(S(=O)(=O)N3CCCC3)ccc2C)cc1,1,-0.1,nt,-22,11,13,4,nt,-11
C=CCn1c(=O)c2c(nc3n2CC(C)CN3c2cccc(OC)c2)n(C)c1=O (stereo not given),-1,-0.2,1.8,2,6,8,0,2,3
CCC(C)Nc1nc(N)c([N+](=O)[O-])c(NC2CCCCC2)n1 (stereo not given),0,-0.1,1.5,7,1,3,0,2,3
Cc1oc(-c2ccc(Cl)cc2)nc1CN1CCC(C(=O)NCc2cccs2)CC1,3,-0.1,-0.4,2,8,1,0,-2,-1
Cc1ccc(C(=O)Nc2ccc(Cl)cc2C)c(Cl)c1,-3,-0.2,1.8,7,6,1,3,6,0
CCOC(=O)N/N=C(\C)c1ccc(C)o1,-4,0.2,0.0,-1,-6,-3,3,3,3
CSCC[C@H](NC(=O)N1CCn2c1nc1ccccc12)C(=O)NCc1ccc2c(c1)OCO2,-4,0.0,5.4,11,-5,9,1,-1,2
CC(C)Cc1cc(C(=O)O)c2ccccc2n1,11,-1.0,0.9,1,1,-5,0,0,2
Cc1c(N(C)C(=O)COc2ccc3ccccc3c2)c(=O)n(-c2ccccc2)n1C,-5,0.1,0.5,4,0,2,0,0,6
O=C(Nc1ccc2c(c1)OCO2)C1CCCN1C(=O)Nc1cccc(F)c1 (stereo not given),-2,0.0,3.2,8,9,-7,0,-3,2
Cc1ccccc1OCCNC(=S)Nc1ccccc1,11,-0.1,-3.5,11,-7,0,4,0,8
COc1ccc(C2C(C#N)=C(N)Oc3n[nH]c(C)c32)cc1Cn1cc([N+](=O)[O-])cn1 (stereo not given),5,-0.2,0.5,3,-6,9,3,-2,6

# Among those listed so far, these contain a nitro group on carbon.
SMILES,GLD-1 RNA inh,Efflux pump mplx,MEX-5 binding,MCL1 BIM primary,VLA-4 inh,PME-1 inh,GRK2 inh,Fam108B inh,Bcl-xL primary
CCC(CC)NC(=O)c1cc(OC)c(OC)cc1[N+](=O)[O-],5,0.2,1.9,3,22,1,0,3,4
CCC(C)Nc1nc(N)c([N+](=O)[O-])c(NC2CCCCC2)n1 (stereo not given),0,-0.1,1.5,7,1,3,0,2,3
COc1ccc(C2C(C#N)=C(N)Oc3n[nH]c(C)c32)cc1Cn1cc([N+](=O)[O-])cn1 (stereo not given),5,-0.2,0.5,3,-6,9,3,-2,6

# Continued:
SMILES,GLD-1 RNA inh,Efflux pump mplx,MEX-5 binding,MCL1 BIM primary,VLA-4 inh,PME-1 inh,GRK2 inh,Fam108B inh,Bcl-xL primary
O=S(=O)(CCc1ccncc1)Cc1ccc2c3c(cccc13)CC2,-1,-0.1,2.6,5,6,-6,9,0,7
COCCCNC(=O)c1ccc2nc3ccccc3c(=O)n2c1,8,0.1,1.0,7,15,-1,0,-1,8
CC(=O)Oc1cccc(C(=O)Nc2ccccc2NC(=O)c2cccc(OC(C)=O)c2)c1,-1,0.1,0.0,-3,-2,3,0,-5,1
CCCSC1=NN2CCCC(=O)N=C2S1,-6,0.2,-2.1,-1,50*,8,1,-2,-4
C=CCOc1ccc(/C(CC)=N/O)cc1OC,4,-0.1,-1.1,-6,4,-5,1,-3,-2
COCC(=O)NNC(=O)Cc1ccc(Cl)cc1,-1,0.0,-1.1,2,2,2,2,-1,0
O=C(Cc1ccc(Nc2nc(=S)[nH]c3ccccc23)cc1)NC1CCCCC1,1,-0.1,1.5,2,8,9,0,-2,20
O=C(NCCN1CCOCC1)c1cc(S(=O)(=O)Nc2ccccc2F)c(Cl)cc1Cl,4,0.0,0.6,6,3,-1,0,0,3
COc1cc(/C=C/C(=O)CC(=O)/C=C/c2ccc(O)c(OC)c2)ccc1O,-108,1.3,3.3,57*,-229,0,9,12,18
O=C(CN(c1ccc(F)cc1)S(=O)(=O)c1ccccc1)N1CCOCC1,-2,-0.1,-0.4,9,9,0,0,2,1
O=C(N/N=C/c1ccc[nH]1)c1ccc(O)cc1,6,0.0,-2.1,-6,6,6,3,2,-2
CN(Cc1ccccc1)C(=O)CCNC(=O)Cn1cnc2ccccc2c1=O,-4,-0.2,-0.6,-1,1,8,0,2,5
CCCCOc1ccc(C(O)(CCN2CCOCC2)c2ccccc2)cc1 (stereo not given),-1,-0.1,3.1,-1,0,-9,2,-4,1
COc1cc(/C=N/NC2=NC(C)(C)Cc3ccccc32)cc(OC)c1OC,5,-0.1,0.6,0,-6,-2,8,-18,3
Cc1ccc(OCC(O)Cn2c(=N)n(CCN3CCOCC3)c3ccccc32)cc1 (stereo not given),0,0.1,1.4,0,14,-9,2,1,-1
COc1ccc(CN=C(N)N=C(N)N)cc1Cl,0,0.0,1.6,4,16,-2,3,-1,-3
